RNase H inhibition = RNase H inhibition, HIV 1 Gag Pol polyprotein, FRET biochemical assay, screening (AID 372); 100,000 tested, 0.77% active; HIV-1 RT RNase H, FRET RNA/DNA substrate fluorescence; higher % means a stronger effect; inhibition, % at 10 µM, or IC50 in µM where a hit was titrated; in the data active means inhibition above about 50%
* hit, by the source's call. Only part of the results is shown, so the mix of outcomes need not match the whole.

SMILES | RNase H inhibition
CCN(CC)c1ccc(/C=C2\C(=O)NC(=O)N(c3cccc(C)c3)C2=O)c(OC)c1 | 0%
CCn1c2ccccc2c2cc(CNc3cccc(C)c3)ccc21 | 13%
COc1cc(/C=c2\sc3nc4ccccc4n3c2=O)ccc1OCCOc1ccccc1 | 18%
FC(F)(F)c1cc(/C=C/c2ccccc2)n[nH]1 | 16%
O=C(Nc1ccc2c(c1)C(=O)c1ccccc1C2=O)c1ccc2ccccc2c1 | 9%
Cc1cccc(NC(=O)/C(C#N)=C\c2cn(CC(=O)O)c3ccccc23)c1 | 6%
CC1=NN(c2ccccc2)C(=O)/C1=C\c1c(O)n(-c2ccc(F)c(Cl)c2)[nH]c1=O | 20%
O=C1c2ccccc2C(=O)C12OC(c1ccc(Br)cc1)C1(C(=O)c3ccccc3C1=O)C2c1ccc(F)cc1 (stereo not given) | 14%
COc1cc(/C=C2\SC(=S)NC2=O)ccc1OCCOc1cc(C)ccc1C | 44%
COc1ccccc1N1C(=O)NC(=O)/C(=C/c2ccccc2)C1=O | 1%
O=C(COc1ccc(Br)cc1)Nc1ccc([N+](=O)[O-])cc1 | 6%
Cc1ccc(-c2noc(COc3ccccc3C)n2)cc1 | 15%
CC(C)n1c(O)c(C2=c3ccccc3=NC2=O)sc1=S | 0%
COc1ccc(C(=O)NC(=S)Nc2ccc3c4c(cccc24)CC3)cc1 | 20%
CC1CCCCC1NC(=O)/C(C#N)=C/c1ccc(Br)cc1 (stereo not given) | 4%
Cc1ccccc1NCN1C(=O)S/C(=C/C=C/c2ccccc2)C1=O | 13%
CN1CCc2c(sc3nc(SCC(=O)c4ccccc4)nc(N)c23)C1 | 13%
Cc1ccc(N2C(=O)C(Cl)=C(Nc3ccccc3F)C2=O)c(C)c1 | 0%
O=C(COc1ccccc1Cl)N1CCN(c2ccc([N+](=O)[O-])cc2)CC1 | 10%
COc1ccccc1Nc1nc(Oc2ccccc2C)nc(C)c1[N+](=O)[O-] | 13%
O=C(Nc1ccc(-c2nc3ccccc3s2)c(O)c1)c1ccc2c(c1)OCCO2 | 15%
COc1ccc(N2C(=O)/C(=C/c3ccc(-c4cc([N+](=O)[O-])ccc4C)o3)C(=O)NC2=S)cc1 | 30%
COc1cc(/C=C2\SC(=O)NC2=O)cc(OC)c1 | 5%
CC(=O)OC(c1c(F)c(F)c(F)c(F)c1F)c1c(F)c(F)c(F)c(F)c1F | 6%
CCc1c(C)sc(NC(=O)c2cccs2)c1C(=O)OC | 40%
N#CC1=C(N)OC2=C(C(=O)CC(c3ccccc3)C2)C1c1cccc(Cl)c1Cl (stereo not given) | 7%
CCOC(=O)/C(C#N)=C\c1ccc(F)cc1 | 24%
CC(=O)c1cccc(NS(=O)(=O)c2ccccc2[N+](=O)[O-])c1 | 0%
Cc1ccc(C(=O)Nc2ccc(O)c(-c3nc4ccccc4o3)c2)cc1 | 5%
O=C(O)c1ccc2c(c1)C(=O)N(c1cccc(C(F)(F)F)c1)C2=O | 0%
COc1ccc(-c2cc(-c3ccc(C)cc3)nc(N3CCCCC3)n2)cc1OC | 10%
Cc1ccc(N2C(=O)C(Cl)=C(NCCO)C2=O)c(C)c1 | 2%
O=C(Nc1ccc(/C=C/c2ccccc2)cc1)c1ccccc1[N+](=O)[O-] | 17%
O=C(c1ccccc1Cl)N1CCN(c2ccccn2)CC1 | 9%
Cc1cc(C)nc(SCc2ccccc2Cl)n1 | 40%
CCc1c(O)nc2n(c1=O)CCCS2 | 0%
COc1ccc(C(=O)Nc2cccc3ccccc23)cc1OC | 12%
COc1ccc(CNCc2ccc(Cl)cc2)cc1OC | 3%
Cc1ccc(N2C(=O)C3C4C=CC(O4)C3C2=O)c(C)c1 (stereo not given) | 5%
O=S(=O)(NCCCO)c1ccc2c(c1)Cc1cc(S(=O)(=O)NCCCO)ccc1-2 | 1%
COc1ccc(C)cc1N(CC(=O)NC1CC2CCC1C2)S(C)(=O)=O (stereo not given) | 11%
CCN(CC)C(=O)c1sc(NC(=O)c2ccc(C(C)(C)C)cc2)c(C(=O)OC)c1C | 4%
CC(C)C(=O)N1c2ccccc2NC2=C(C(=O)CC(c3ccccc3)C2)C1c1ccco1 (stereo not given) | 15%
CCC(=O)N1c2ccc(C(c3ccccc3)(c3ccccc3)c3ccccc3)cc2C(C)CC1(C)C (stereo not given) | 16%
Cc1cc2ncn(CC(O)COc3ccc(C(C)C)cc3)c2cc1C (stereo not given) | 16%
CC1(C)CC(=O)C2=C(C1)N=C1c3ccccc3C(=O)C1C2c1cccc(F)c1 (stereo not given) | 20%
O=C1NC(=O)/C(=C\c2ccc(O)cc2)S1 | 15%
COCCN1C(=O)/C(=C\c2ccc(-c3ccc(Br)cc3)o2)SC1=S | 2%
COc1ccc(-c2ccc(/C=N/NC(=O)COc3c(Br)cc(Br)cc3Br)o2)cc1Cl | 25%
CCN(CC)C(=O)c1ccccc1-c1ccccc1C(=O)O | 6%
O=C(N/N=C\c1cc(I)cc(I)c1O)c1ccc([N+](=O)[O-])cc1 | 19%
Cc1cccc(N2C(=O)NC(=O)/C(=C\c3cc4c(cc3Cl)OCO4)C2=O)c1 | 18%
CC1(C)C(=O)N(Cc2ccc(Cl)c(Cl)c2)c2ccccc2N1C(=O)c1cccc([N+](=O)[O-])c1 | 10%
O=C(O)CCN1C(=O)/C(=C/c2ccc(Cl)cc2Cl)SC1=S | 25%
Cc1ccc(S(=O)(=O)Oc2ccc(/C=C3\SC(N)=NC3=O)cc2)cc1[N+](=O)[O-] | 23%
COc1ccc(CNC(=O)CSc2nc3ccccc3s2)cc1 | 4%
O=C(N/N=C/c1cccnc1)c1cc(C2CC2)[nH]n1 | 0%
Cc1ccc(C(=O)N2CCCC2)cc1[N+](=O)[O-] | 5%
Cc1ccc(C(=O)NC(=S)Nc2ccc(Br)cc2)cc1 | 0%
O=C(N/N=C\c1cccc(Cl)c1Cl)c1cnccn1 | 13%

Remaining list, next part:
SMILES | RNase H inhibition
O=C1NC(=O)N(c2cccc(Br)c2)C(=O)/C1=C/c1cc(Cl)c(O)c(Cl)c1 | 10%
CCCN(CCC)c1ccc(/C=N/NC(=O)c2ccncc2)cc1 | 16%
Cc1ccc(NC(=O)c2ccc(Br)o2)cc1Cl | 5%
COC(=O)C1=C(C)NC(=O)NC1c1cc2c(cc1Br)OCO2 (stereo not given) | 5%
O=C1/C(=C/c2cc(Cl)ccc2O)SC(=S)N1Cc1ccco1 | 18%
Cc1ccc(-n2nc3cc(C)c(NC(=O)COc4cccc(C)c4)cc3n2)cc1 | 12%
Cc1ccc(N2NC(=O)/C(=C/c3ccc(C)c([N+](=O)[O-])c3)C2=O)cc1Cl | 27%
CC(/C=C(\NC(=O)c1ccccc1)C(=O)N/N=C/c1cc([N+](=O)[O-])cc(Br)c1O)=C\c1ccccc1 | 17%
O=C(NC12CC3CC(CC(C3)C1)C2)c1ccc(Cl)c([N+](=O)[O-])c1 | 3%
O=c1c2c3c(sc2[nH]c(=S)n1Cc1ccccc1)CCCCC3 | 8%
O=C(CCc1ccccc1)Nc1cc(C(=O)O)cc(C(=O)O)c1 | 36%
CC(C)C(C(=O)Nc1ccc(F)cc1)N1C(=O)c2ccccc2C1=O (stereo not given) | 3%
COC(=O)c1c(NC(=O)c2ccc([N+](=O)[O-])cc2)sc2c1C(C(=O)OC)CC2 (stereo not given) | 15%
COc1ccc(CSc2nnc(-c3ccco3)n2-c2ccccc2)cc1F | 15%
O=C(Cc1ccccc1)NC(c1ccccc1Cl)c1ccc2cccnc2c1O (stereo not given) | 17%
O=C(NC(=S)Nc1cccc(-c2nc3ccccc3s2)c1)c1ccco1 | 8%
O=[N+]([O-])c1ccc(Nc2ccc(Br)cc2)nc1 | 7%
Cc1cc(F)c(F)cc1C(=O)N1CCOCC1 | 6%
O=C(Nc1ccc(Cl)cn1)S(=O)(=O)c1ccccc1 | 5%
CCOc1ccc2cc(S(=O)(=O)N3CCCCC3)ccc2c1 | 0%
O=C1C2C3C=CC(CO)(O3)C2C(=O)N1c1ccc(Cl)cc1 (stereo not given) | 15%
COc1cc(C(=O)NC2CCCCC2)c([N+](=O)[O-])cc1OC | 0%
N#CCCn1nc(-c2ccccc2)cc1-c1ccccc1 | 11%
N/C(=N\OC(=O)c1ccc(F)cc1)c1cccc([N+](=O)[O-])c1 | 0%
N#Cc1c(N)nc2c(c1-c1ccc3c(c1)OCO3)CCCCC2 | 12%
O=C(NCCN1CCCC1=O)c1ccccc1 | 5%
O=C1NN(c2ccc(Cl)cc2)C(=O)/C1=C\c1ccc(-c2ccc(Cl)c(C(=O)O)c2)o1 | 17%
O=S(=O)(NCC(O)Cn1c2ccc(Cl)cc2c2cc(Cl)ccc21)c1ccccc1 (stereo not given) | 2%
N#Cc1ccc(C=Nc2ccccc2C(=O)Nc2ccccc2)cc1 | 16%
CCCCOc1ccc(OCC(=O)N/N=C/c2cc(OC)ccc2O)cc1 | 11%

Part of the list above, as comma-separated lines.
smiles,RNase H inhibition
O=C(Cc1ccccc1)NC(c1ccccc1Cl)c1ccc2cccnc2c1O (stereo not given),17%
O=C(NC(=S)Nc1cccc(-c2nc3ccccc3s2)c1)c1ccco1,8%
O=[N+]([O-])c1ccc(Nc2ccc(Br)cc2)nc1,7%
Cc1cc(F)c(F)cc1C(=O)N1CCOCC1,6%
O=C(Nc1ccc(Cl)cn1)S(=O)(=O)c1ccccc1,5%
CCOc1ccc2cc(S(=O)(=O)N3CCCCC3)ccc2c1,0%
O=C1C2C3C=CC(CO)(O3)C2C(=O)N1c1ccc(Cl)cc1 (stereo not given),15%
COc1cc(C(=O)NC2CCCCC2)c([N+](=O)[O-])cc1OC,0%
N#CCCn1nc(-c2ccccc2)cc1-c1ccccc1,11%
N/C(=N\OC(=O)c1ccc(F)cc1)c1cccc([N+](=O)[O-])c1,0%
N#Cc1c(N)nc2c(c1-c1ccc3c(c1)OCO3)CCCCC2,12%
O=C(NCCN1CCCC1=O)c1ccccc1,5%
O=C1NN(c2ccc(Cl)cc2)C(=O)/C1=C\c1ccc(-c2ccc(Cl)c(C(=O)O)c2)o1,17%
O=S(=O)(NCC(O)Cn1c2ccc(Cl)cc2c2cc(Cl)ccc21)c1ccccc1 (stereo not given),2%
N#Cc1ccc(C=Nc2ccccc2C(=O)Nc2ccccc2)cc1,16%
CCCCOc1ccc(OCC(=O)N/N=C/c2cc(OC)ccc2O)cc1,11%

Other entries
SMILES | RNase H inhibition
COc1ccc(N(CC(=O)Nc2ccc(C(N)=O)cc2)S(=O)(=O)c2ccc(C)cc2)cc1Cl | 2%
Cc1cc(OCC(=O)NN)c(C(C)C)cc1Br | 0%
O=C(O)C1CCCCC1C(=O)Nc1nccs1 (stereo not given) | 8%
O=C(/C=C/c1ccc(-c2ccc(Cl)cc2)o1)c1ccco1 | 8%
COc1ccc(/C=C/C(=O)NC(=S)N2CCCCCC2)cc1 | 11%
Cc1ccccc1NC(=O)/C(C#N)=C\c1cc(C)n(C2CCCCC2)c1C | 3%
CCc1ccc(OCCOCCOc2ccc(C=O)cc2OC)cc1 | 14%
CCC(=O)Nc1ccc(NC(=O)c2cc(I)ccc2Cl)cc1 | 8%
CCOC(=O)C(Nc1cc2oc3ccccc3c2cc1OC)c1ccccc1 (stereo not given) | 16%
CCOc1ccc(-c2cc(C(=O)N/N=C/c3ccc(Br)cc3)[nH]n2)cc1 | 17%
CCOC(=O)C1=C(C)N=c2s/c(=C\c3ccc(OCc4ccccc4Cl)c(OCC)c3)c(=O)n2C1c1ccccc1 (stereo not given) | 3%
COc1cccc2c1NC(c1ccccc1Cl)C1CC=CC21 (stereo not given) | 34%
O=C1CC(c2ccc3c(c2)OCO3)c2cc(Br)c3ccccc3c2N1 (stereo not given) | 17%
Cc1ccccc1CSCC(=O)Nc1ccccc1Cl | 16%
COC(=O)c1ccc(/C=C2\SC(N3CCN(C)CC3)=NC2=O)cc1 | 8%
O=C(Nc1ccccc1O)c1cccc2c(Br)cccc12 | 9%
N#CC1=C(N)OC2=C(C(=O)CC(c3ccccc3)C2)C1c1ccc([N+](=O)[O-])cc1 (stereo not given) | 11%
c1ccc(COn2c3c(c4c5nonc5ccc42)CCCC3)cc1 | 4%
Cc1cc(C)nc(SCC(=O)NCCc2ccccc2)n1 | 0%
C/C(NCc1ccccc1)=C(\C#N)C(=O)NCc1ccccc1 | 12%
CC1CCc2c(sc(NC(=O)c3cccc([N+](=O)[O-])c3)c2C(N)=O)C1 (stereo not given) | 10%
Cc1ccccc1NC(=O)c1cccnc1 | 11%
COc1ccccc1/C=N/Nc1cc(N2CCOCC2)nc(N2CCOCC2)n1 | 3%
N=C1/C(=C/c2ccc([N+](=O)[O-])cc2)C(=O)N=C2SC(c3ccccc3)=NN12 | 11%
Cc1ccc(S(=O)(=O)Nc2ccc(N3CCCCC3)cc2)cc1[N+](=O)[O-] | 16%
O=C(Nc1ccc(Oc2ccccc2)cc1)c1cc2ccccc2oc1=O | 8%
CC(=O)Nc1cccc(N2C(=O)c3ccc(Br)cc3C2=O)c1 | 13%
CC(C)(CO)N=C1NS(=O)(=O)c2cc([N+](=O)[O-])ccc21 | 0%
CC(=O)NC(=S)Nc1ccc(Cl)cc1 | 4%
Cc1ccccc1NC(=O)CCN1C(=O)S/C(=C\c2ccccc2)C1=O | 7%
O=[N+]([O-])c1ccc(COc2ccc(/C=N/Nc3nc(N4CCCCC4)nc(N4CCCCC4)n3)cc2)cc1 | 27%
CS(=O)(=O)NCCCNc1ccc(C(F)(F)F)cc1[N+](=O)[O-] | 4%
CCOC(=O)C(C(=O)OCC)C(C(=O)OCC)(C(=O)OCC)C(C(=O)OCC)C(=O)OCC | 6%
CCOc1ccc(Oc2cc(NC(=O)c3nn4c(C(F)(F)F)cc(-c5cccs5)nc4c3Cl)cc([N+](=O)[O-])c2)cc1 | 38%
O=C(c1ccc([N+](=O)[O-])cc1)N1CCN(c2nc(-c3ccccc3)c3cc(Cl)ccc3n2)CC1 | 17%
CCOC(=O)c1sc(NC(=O)C2CC=CCC2C(=O)O)c(C(N)=O)c1C (stereo not given) | 10%
CCC(CC)=N/N=C1/NC(=O)C(CC(=O)Nc2ccc(C(=O)O)cc2)S1 (stereo not given) | 6%
Cc1cc(Cl)ccc1OCCCC(=O)N1CCN(c2cccc(C)c2C)CC1 | 11%

High-throughput results (PubChem BioAssay)
